Screens as filed in PubChem.
ELG1 genotox: genotoxicity induction in ELG1-luciferase HEK293T cells. Potency, µM (series often up to 46 µM), without a hit: top-dose activity change, positive = activation, actives largely listed as activators. HEK293T ELG1-luciferase reporter, luminescence, 16 h. 330,000 compounds, 1.3% hits. AID 504466; note: % of control where 0% means no effect; nearly all actives have a fitted effect of over 60% in size
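After overnight (16 hr) compound treatment at 37 °C, ELG1-luciferase HEK293T cells were lysed with ONE-Glo; luminescence quantified 30 min later at room temperature.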
MBNL1 CUG block: inhibitors of human MBNL1 binding to CUG repeat RNA; 280,000 compounds, 0.036% hits; Q9NR56; TR-FRET MBNL1-His/biotin-(CUG)12 binding, 665/545 ratio; Potency, µM (highest dose often 57.5 µM), for inactives: at the highest dose activity change, negative = inhibition, hits mostly inhibitors; active = well fitted inhibition curve with a large enough effect in the signal ratio, with a control signal flat, not every such curve was filed as active; inconclusive = small, poorly fitted or top-dose-only effect, or effect the other way, or a change in a side signal; inactive = no such curve, though single readings can be large or run the other way; the % refers to the signal ratio; note: % is set by controls: 0 for no effect and ±100 for the full control effect
Target sequence (Q9NR56 whole entry, looked up): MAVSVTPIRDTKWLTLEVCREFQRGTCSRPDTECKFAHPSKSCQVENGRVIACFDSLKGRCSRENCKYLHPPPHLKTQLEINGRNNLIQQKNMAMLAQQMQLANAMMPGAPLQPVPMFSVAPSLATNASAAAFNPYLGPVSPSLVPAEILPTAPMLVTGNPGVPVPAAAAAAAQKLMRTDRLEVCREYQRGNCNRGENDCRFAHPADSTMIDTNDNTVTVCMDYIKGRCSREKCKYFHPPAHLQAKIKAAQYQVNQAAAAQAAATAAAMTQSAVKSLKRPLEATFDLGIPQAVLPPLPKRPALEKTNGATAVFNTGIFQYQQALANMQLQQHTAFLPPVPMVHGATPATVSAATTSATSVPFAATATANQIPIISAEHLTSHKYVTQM
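His-tagged MBNL1 binding to biotinylated (CUG)12 RNA was measured by TR-FRET using terbium anti-His antibody (0.055 ng/ul final) and streptavidin-XL665 (5 nM final). Compounds were titrated 92 nM to 58 uM; 60 min at room temperature.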
BRCA1 expr up: activators of BRCA1 expression | Potency, µM (series often up to 46.1 µM), inactives show at the highest dose activation, actives largely listed as activators | 380,000 compounds, 1.1% hits | MCF7-BRCA1-FFLuc reporter, luminescence, 48 h; response scale: scaled: vehicle 0%, 10 µM genistein 100%; note: nearly all actives have a fitted effect of over 80% in size; some results filed as inactive show a strong effect at the top dose
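MCF7 cells carrying a BRCA1-firefly luciferase reporter (2000 cells/well, phenol-red free MEM) were attached for 2 h at 37 °C, then given compounds for 48 h. Luminescence was read 15 min after luciferase reagent; activity normalized to genistein (10 microM) and DMSO.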
VP16 counter: inhibits Gal4-VP16 luciferase reporter, ROR gamma counter-screen; Drosophila S2 Gal4-VP16 UAS-luciferase, luminescence, 20 h; Potency, µM (titrated, usually from 53.6 µM), for inactives: at the highest dose activity, negative = inhibition, usual class: inhibitors; 310,000 compounds, 3.5% hits;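 note: Gal4-VP16 expression switched on by copper sulfate through the metallothionein promoter; % is set by controls: 0 for no effect and ±100 for the full control effect; nearly all actives have a fitted effect of over 50% in size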
uPA generation: blocks generation of uPA at the cell surface; cell surface uPA generation assay, qHTS; Potency, µM (top dose mostly 38.3 µM), for the others: at the top dose activity change, negative = inhibition, hits mostly inhibitors; 330,000 compounds, 0.31% hits; AID 540303; active = well fitted inhibition curve with a large enough effect; inconclusive = small, poorly fitted or top-dose-only effect; inactive = no such curve, though single readings can be large or run the other way; tested in mouse RAW 264.7 cells; note: % is set by controls: 0 for no effect and ±100 for the full control effect; nearly all actives have a fitted effect of over 55% in size
FLuc modulator: inhibits or activates purified firefly luciferase, miR-21 counter-screen. purified FLuc, Km substrates, luminescence inhibition. AID 588342. Potency, µM (highest dose often 57.5 µM), without a hit: at the highest dose activity change, negative = inhibition, usual class: inhibitors. 360,000 compounds, 6.9% hits. P08659;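 note: plate controls were vehicle for no effect and reference inhibitor for full effect; nearly all actives have a fitted effect of over 55% in size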
Target sequence (P08659 whole entry, looked up): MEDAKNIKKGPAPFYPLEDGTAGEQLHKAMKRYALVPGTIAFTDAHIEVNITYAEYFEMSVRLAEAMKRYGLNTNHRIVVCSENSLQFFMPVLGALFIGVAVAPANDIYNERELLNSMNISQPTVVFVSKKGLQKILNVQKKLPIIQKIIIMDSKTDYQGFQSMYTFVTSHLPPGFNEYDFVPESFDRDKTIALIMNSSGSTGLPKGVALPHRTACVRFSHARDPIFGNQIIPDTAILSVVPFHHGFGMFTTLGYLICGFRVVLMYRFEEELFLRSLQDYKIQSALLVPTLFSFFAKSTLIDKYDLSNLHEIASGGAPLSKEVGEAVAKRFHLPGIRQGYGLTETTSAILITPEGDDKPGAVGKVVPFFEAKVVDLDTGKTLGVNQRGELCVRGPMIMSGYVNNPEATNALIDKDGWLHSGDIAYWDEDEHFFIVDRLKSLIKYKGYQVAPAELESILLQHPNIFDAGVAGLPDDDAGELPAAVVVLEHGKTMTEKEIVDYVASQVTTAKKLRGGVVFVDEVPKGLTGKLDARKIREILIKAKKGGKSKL
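Biochemical qHTS of compounds, final roughly 60 µM downward over six points, against 10 nM purified firefly luciferase using Km concentrations of substrates (10 uM D-luciferin, 10 uM ATP) in Tris acetate pH 7.5 buffer; luminescence output.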
Rab9 prom act: Rab9 promoter activation; Potency, µM (top dose mostly 9.22 µM), inactives show top-dose activation, negative = inhibition, hits mostly activators; Huh7 Rab9 promoter-luciferase reporter, luminescence, 24 h; 320,000 compounds, 2.8% hits; AID 485297; note: % of control where 0% means no effect; nearly all actives have a fitted effect of over 60% in size
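Measured in stably transfected Huh7 cells bearing a Rab9 promoter–luciferase construct: 24 h compound treatment at 37 °C, followed by luminescence detection.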
NPC1 promoter act: activators of NPC1 promoter | Potency, µM (series often up to 9.22 µM), for inactives: at the top dose activation, most hits filed as activators | AID 485313 | Huh7 NPC1 promoter luciferase reporter, 24 h | 320,000 compounds, 2.4% hits;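 note: % of control where 0% means no effect; nearly all actives have a fitted effect of over 60% in size; reporter is driven by a mutant NPC1 promoter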
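Cells: Huh7 expressing luciferase under the NPC1 promoter, 1500/well. Seeded 2 h, compound added, incubated 24 h at 37 °C. Luciferase reagent, 10 min ambient, then luminescence.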
RORgamma inh: ROR gamma (mouse) transcription inhibition; Potency, µM (doses to about 53.6 µM), for inactives: at the highest dose activity change, negative = inhibition, most hits filed as inhibitors; P51450; 310,000 compounds, 5.4% hits; Drosophila S2 Gal4-RORgamma UAS-luciferase reporter, 20 h; note: % is set by controls: 0 for no effect and ±100 for the full control effect; nearly all actives have a fitted effect of over 60% in size
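Compounds are pin-transferred onto Drosophila Schneider cells expressing a copper-inducible Gal4–ROR gamma transactivation domain fusion. After 1 hr, copper sulfate is added to 700 uM final; luciferase is read 20 hr later.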
p53 reactivator: re-activators of mutant p53; 320,000 compounds, 0.063% hits; Potency, µM (doses to about 92.2 µM), for the others: at the highest dose activity change, positive = activation, actives largely listed as activators; H1299 p53-A138V BP100-luciferase reporter, luminescence, 24 h; note: % of control where 0% means no effect; nearly all actives have a fitted effect of over 45% in size
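H1299 (p53-null), stable ts p53-A138V + BP100-Luc; 1000 cells/well, Opti-MEM/10% FBS; cpd 4 pt, 1:5; 24 h, 37 deg C, 5% CO2; detection reagent 10 min RT; luminescence.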
* = called active by the depositor; ? = inconclusive; . = no result given; & = joins results of further samples; [ ] = another dose, or the depositor's remark. Unless noted, calls come from the whole dose curve; as a rule, active = well fitted curve in the direction sought with a large enough effect; inconclusive = small, poorly fitted or top-dose-only effect, or another doubt; inactive = no such curve, though single readings can be large; an effect the other way counts as inactive or inconclusive. Potency is the fitted concentration of half-maximal effect.

Value order: ELG1 genotox, MBNL1 CUG block, BRCA1 expr up, VP16 counter, uPA generation, FLuc modulator, Rab9 prom act, NPC1 promoter act, RORgamma inh, p53 reactivator
> COc1ccccc1C(C)NC(=O)C1CCN(S(=O)(=O)c2cccs2)CC1 (stereo not given)
→ -2%, ., -37%, ., ?, ., 0%, -2%, ., -7%
> Cc1ccc(/C=N/NC(=O)C(O)c2ccccc2)o1 (stereo not given)
→ 1%, ?, -2%, 4%, 3%, -1%, 0%, -1%, 2%, -5%
> CCCOc1ccc(CC(=O)N/N=C\c2ccc(F)cc2)cc1
→ -5%, 6%, -1%, -11%, 5%, 6%, 2%, 0%, ?, .
> Cc1cc(C)c2cc(CN(Cc3ccco3)C(=S)NCC3CCCO3)c(=O)[nH]c2c1 (stereo not given)
→ -8%, 22%, -19%, -6%, 13%, -3%, -24%, -1%, 25%, -3%
> COc1ccc(COc2ccsc2C(=O)Nc2ccc(Cl)cc2)cc1
→ 11%, 13%, -44%, ?, ., -1%, 2%, 17%, -65%, ?
> c1ccc(Cc2nnc3sc(-c4ccc5c(c4)OCCO5)nn23)cc1
→ ?, -1%, 78%, 7%, -1%, 13µM*, ?, 9%, 25%, ?
> O=c1oc2ccccc2n1Cc1ccccc1Cl
→ 4%, 2%, 9%, -5%, -19%, 3%, 1%, -3%, 2%, -3%
> O=C(CCc1ccc(S(=O)(=O)N2CCOCC2)cc1)N/N=C/c1cccc(O)c1
→ 0%, 11%, 3%, -1%, 3%, ?, 4%, 1%, 30%, 0%
> COc1ccc(-c2nc(CN(CC3CCC(=O)N3)C(C)C)c(C)o2)c(C)c1C (stereo not given)
→ 8%, 1%, -13%, 0%, 2%, ?, 1%, 8%, -11%, 0%
> CCN(CC)Cc1cc(Nc2ccnc3cc(Cl)ccc23)ccc1O
→ 0%&-5%, -4%, 7%&-17%, -5%, ?, 3%&1%, -3%&-1%, -3%&-4%, 2%, 0%
> NNC(=S)Nc1ccc(Cl)cc1
→ -4%, -7%, 3%, ?, 1%, 0%, -5%, -3%, 11µM*, -4%
> Cn1nc(C(=O)NNC(=O)c2ccc(Cl)cc2)ccc1=O
→ 10%, ., -18%, ., -1%, ?, 0%, 2%, ., -3%
> Cc1ccc(S(=O)(=O)N(CC(=O)Nc2ccccc2C(=O)O)c2ccc(Cl)cc2)cc1
→ -1%, -5%, -10%, 12%, 3%, ?, -3%, -6%, 33%, 13%
> CCNS(=O)(=O)c1ccc(NC(=O)c2cccnc2)cc1
→ 2%, -12%, 2%, -3%, ., 8%, -1%, 0%, 15%, 1%
> CCOC(=O)C(=O)N/N=C/c1cccc(Br)c1
→ -1%, 14%, -13%, -7%, 3%, -4%, 8%, -1%, -13%, 0%
> CC(=O)Nc1ccc(/C(C)=N/NC(=O)c2ccc(F)cc2)cc1
→ 0%, 0%, 0%, -5%, -5%, -11%, -2%, 1%, -3%, 19%
> COC(=O)[C@@H]1CCCN1Cc1nc(Cc2ccc(OC)c(OC)c2)no1
→ 1%, -3%, -2%, -4%, 0%, -2%, -6%, -4%, 10%, -2%
> O=C(Nc1ncccc1Cl)c1cccc(F)c1
→ 12%, -2%, 7%, 1%, ., -1%, 4%, -1%, 9%, -1%
> CCc1nc2sc3c(c2c(=O)n1N)CC(C)(C)OC3
→ 2%, -9%, 5%, -8%, -1%, 4%, -2%, 0%, 17%, 4%
> CCc1cc2c(SCC(=O)Nc3cc(C)on3)ncnc2s1
→ -8%, 48%[activator], -11%, -21%, 0%, 0%, -3%, 1%, -9%, -2%
> COc1ccccc1/C=C/CN1CCN(c2ccccc2)CC1
→ -3%, -12%, -7%, -11%, -1%, 0%, 0%, -1%, 14%, -2%
> O=C(c1cccc(S(=O)(=O)N2CCOCC2)c1)N(CCO)Cc1ccccc1
→ 0%, 4%, 8%, 1%, 5%, -3%, 1%, 8%, 24%, -2%
> O=C(Cn1cnc2ccccc21)N1CCc2ccccc21
→ -3%, 4%, -6%, 3%[10 µM], 18%, 4%, -8%, -3%, 6%, -1%
> Cc1cc(C(=O)Nc2ccccc2N2CCOCC2)c2ccccc2n1
→ -1%, 6%, -12%, 4%, -7%, 1%, 0%, -2%, 14%, -4%
> CCC(=O)NC1(Cc2ccc(O)cc2)CCCCC1
→ 0%, -4%, -7%, -4%, 1%, -1%, -4%, -3%, 19%, -9%
> CCOC(=O)c1sc(NC(=O)c2ccc(S(=O)(=O)N(C)C)cc2)nc1C
→ 4%, -3%, -19%, -28%, -7%, -17%, -12%, -15%, 0.25µM*, 2%
> Cc1cc(C)c2cc(C(O)c3nnnn3Cc3ccccc3)c(=O)[nH]c2c1 (stereo not given)
→ 1%, 25%, -16%, 4%, -8%, 3%, -8%, -3%, 18%, 18%
> CCOc1cc(NC(=O)c2ccccn2)c(OCC)cc1NC(=O)c1ccc(Cl)cc1
→ -3%, -1%, -12%, -2%, 19%, -1%, -1%, -4%, 9%, -5%
> CC(=O)N/N=C(\C)CC(=O)Nc1cccc2c1CCCC2
→ -2%, -6%, 0%, -10%, -3%, -2%, 8%, -1%, -13%, -1%
> O=C(NC1CC1)C1CC(=O)N(c2ccc(F)cc2)C1 (stereo not given)
→ -11%, -5%, 5%, 0%, 2%, 0%, -3%, -5%, -20%, 7%
> CCOC(=O)C1(CCCc2ccccc2)CCN(C(=O)CCOC)CC1
→ -5%, 3%, 0%, -7%, -1%, -1%, 0%, 0%, 15%, -4%
> COCCCNC(=O)C1CCN(c2nc(C)cc(C)n2)CC1
→ -1%, -5%, 5%, 1%, ., 1%, 7%, 9%, -3%, -5%
> COc1ccc(Br)c(C(=O)NCC2CCCCC2)c1
→ 0%, -7%, 21%, -5%, -2%, -3%, 3%, -4%, -23%, 2%
> CCN(CC(=O)Nc1ccccc1OC)C(=O)C1CC2C=CC1C2 (stereo not given)
→ ., -1%, 2%, -6%, 4%, 2%, ., ., -2%, .
> O=C1c2cccc3cccc(c23)C(=O)N1CC1CCCO1 (stereo not given)
→ 4%, ?, 14%, 0%, -10%, -6%, 9%, 13%, 17%, 0%
> O=C(Cc1ccccc1)N/N=C/c1ccc(S(=O)(=O)O)o1
→ 0%, ?, -11%, -4%, 15%, 0%, 10%, -2%, -16%, 4%
> Cc1ccc(Nc2ncnc3sccc23)c(C)c1
→ 10%, -9%, -1%, 10%, 1%, ?, 5%, 0%, 11%, 10%
> CCOC(=O)C1=C(C)NC(=S)NC1c1cccs1 (stereo not given)
→ 0%, ., -21%, ?, -3%, 1%, 1%, -4%, -23%[10 µM], 0%
> CC(C)N(C(=O)[C@H]1C[C@H](CC(=O)NC(C)(C)C)C(=O)N2CCc3c([nH]c4cc(CCC(=O)N(C)C)ccc34)[C@]12C)C(C)C
→ -2%, ., 0%, ., 23%, ., ., ., ., 0%
> CCOc1ccc(-c2nc(CN(Cc3ccccc3)C[C@@H]3CCC(=O)N3)c(C)o2)cc1
→ -4%, 6%, -57%, -23%, 1%, -3%, 19%, 23%, -86%, 0%
> O=C1Cc2cc(S(=O)(=O)N3CCCCC3)ccc2N1
→ 1%, 6%, 5%, -5%, -3%, 4%, -4%, -1%, -12%, 12%
> COCCOc1cc(NC(=O)c2ccccc2)c(Cl)cc1Cl
→ -4%, 4%, -5%, 1%, -5%, -12%, -3%, -4%, 13%, -4%
> CSc1ccc(NC(=O)NCCN2CCc3ccccc3C2)cc1
→ 1%, -14%, -2%, 7%, ., ?, -1%, 7%, 19%, 12%
> CC(C)C[C@H](N)C(=O)N1CCC(C(=O)N[C@H](C(=O)NC(C)c2ccccc2)C(C)C)CC1 (stereo not given in full)
→ 1%, 4%, 8%, -2%, -7%, 3%, -1%, 1%, 0%, 14%
> O=C(Nc1ccc(S(=O)(=O)Nc2nccs2)cc1)c1c(F)c(F)c(F)c(F)c1F
→ -1%, -3%, -24%, ., 1%, 1%, 1%, -1%, ., .
> O=C(Cc1ccc([N+](=O)[O-])cc1)Nc1ccc2c(c1)C(=O)NC2=O
→ 4%, 2%, -14%, -13%, -2%, 0%, -6%, -3%, -8%, 8%
> CC1CCCC(C)N1C(=O)COC(=O)CNC(=O)C12CC3CC(CC(C3)C1)C2 (stereo not given)
→ -1%, ., -3%, ., -1%, -2%, -7%, 1%, ., 1%
> O=C1CS/C(=N\C(=O)N2c3ccccc3Sc3ccccc32)N1
→ -6%, -6%, -41%, -8%, -1%, -1%, -1%, -1%, -28%, -5%
> Cc1cc(Nc2cccc(Cl)c2)n2ncnc2n1
→ 11%, 0%, -14%, -11%, 12%, -18%, -3%, 0%, -34%, -3%
> Cc1cccc(N2CCN(C(=O)c3ccc4nc(-c5ccco5)c(-c5ccco5)nc4c3)CC2C)c1 (stereo not given)
→ -15%, 20%, -106%[inhibitor], -4%, -9%, -9%, -13%, -2%, ?, 6%
> Cc1ccc(S(=O)(=O)Nc2ccc(N3CCN(C)CC3)nc2)cc1
→ -1%, -8%, 23%, 2%, -3%, -2%, 0%, -11%, 2%, 8%
> Cc1ccc(NC(=O)c2cc(=O)n(Cc3ccccc3)c(=O)[nH]2)cc1C
→ 0%, 0%, -16%, 4%, 0%, ?, 1%, -2%, 26%, 1%
> CCOC(=O)c1cc(NC(=O)c2cnccn2)cc(C(=O)OCC)c1
→ 1%, 4%, -26%, 5%, 3%, 3%, -5%, 0%, -4%, 4%
> C[C@H](NC(=O)N1CCn2c1nc1ccccc12)C(=O)N1CCCCC1
→ -4%, -11%, 11%, 1%, -4%, 2%, -3%, -6%, -8%, -13%
